Mtb BioA inh: BioA (M. tuberculosis) enzyme inhibition; inhibition, % at 9.99 µM; purified M. tuberculosis BioA enzyme, plate reader; 0.096% of 360,000 active; in the data active means inhibition above about 40%; inconclusive means no clear call, values can overlap the other calls
MazEF act: MazEF (E. coli) toxin RNase activation | P0AE70 | FAM/BHQ RNA-DNA oligo cleavage fluorescence, 5 h | AID 504720 | 0.32% of 350,000 active | activation, % at 20 µM; in the data active means activation above about 50%
GDH-TPI inh: inhibits GDH-TPI coupling enzymes, artifact for Mtb FBA screen; GDH-TPI coupled enzyme counterscreen, NADH absorbance; inhibition, % at 4.8 µM; 1.2% of 360,000 active; AID 588335;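 further: 0% = DMSO wells and 100% = wells lacking the enzyme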
UGM FP inh: inhibitors of M. tuberculosis UDP-galactopyranose mutase. AID 504406. purified UGM, fluorescence polarization probe displacement. inhibition, % at 10 µM. 0.06% of 320,000 active; in the data active means inhibition above about 10%, passing the limit was not always enough; inconclusive means no clear call, values can overlap the other calls
Target sequence (P9WIQ1 whole entry, looked up): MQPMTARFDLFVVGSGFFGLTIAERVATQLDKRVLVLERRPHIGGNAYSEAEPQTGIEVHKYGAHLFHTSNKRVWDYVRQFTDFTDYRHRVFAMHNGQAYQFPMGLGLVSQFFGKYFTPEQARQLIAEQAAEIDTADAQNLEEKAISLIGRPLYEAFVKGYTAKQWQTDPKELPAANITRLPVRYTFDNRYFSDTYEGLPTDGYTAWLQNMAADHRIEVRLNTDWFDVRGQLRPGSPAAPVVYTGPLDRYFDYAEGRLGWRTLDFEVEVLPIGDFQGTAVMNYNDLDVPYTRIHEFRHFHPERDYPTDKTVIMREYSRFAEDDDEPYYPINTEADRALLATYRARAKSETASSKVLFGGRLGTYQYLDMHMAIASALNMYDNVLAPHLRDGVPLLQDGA
FBA Mtb inh: Mtb fructose-bisphosphate aldolase inhibition; P9WQA3; purified M. tuberculosis FBA, fluorescence read-out; inhibition, % at 1 µM; 2.3% of 360,000 active; in the data active means inhibition above about 27%;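 further: 0% = vehicle and 100% = reference inhibitor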
BoNT-F LC inh: BoNT F light chain protease inhibition; Multiplex microsphere protease cleavage assay, flow cytometry; inhibition, % at 10 µM; 0.22% of 360,000 active; AID 588497; in the data active means inhibition above about 35%, passing the limit was not always enough; inconclusive means no clear call, values can overlap the other calls; further: plate controls were buffer without enzyme for full effect and enzyme alone for no effect
Rv3671c inh: inhibitors of M. tuberculosis serine protease Rv3671c | inhibition, % at 5.96 µM | 0.048% of 320,000 active | AID 2606; in the data active means inhibition above about 38%;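 further: extracellular domain of Rv3671c used as enzyme; 0% = enzyme with DMSO and 100% = no enzyme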
Target sequence (P9WHR9 whole entry, looked up, the tested form may be a part): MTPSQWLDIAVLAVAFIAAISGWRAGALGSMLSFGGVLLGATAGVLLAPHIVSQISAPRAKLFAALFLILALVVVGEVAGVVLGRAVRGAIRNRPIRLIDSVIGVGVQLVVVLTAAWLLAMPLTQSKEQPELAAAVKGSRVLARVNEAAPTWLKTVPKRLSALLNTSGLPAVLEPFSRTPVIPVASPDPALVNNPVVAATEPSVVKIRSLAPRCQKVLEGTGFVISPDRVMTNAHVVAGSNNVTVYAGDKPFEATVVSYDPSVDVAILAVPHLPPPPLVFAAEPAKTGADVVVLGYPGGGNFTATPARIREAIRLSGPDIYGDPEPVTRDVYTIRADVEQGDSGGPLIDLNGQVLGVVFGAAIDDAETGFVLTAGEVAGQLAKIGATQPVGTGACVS
DUSP3 inh: DUSP3 (human) phosphatase inhibition; inhibition, % at 13.3 µM; P51452; recombinant VHR phosphatase, pNPP absorbance; 0.52% of 290,000 active; in the data active means inhibition above about 50%; further: some compounds called inactive have numbers as strong as hits
Target sequence (P51452 whole entry, looked up): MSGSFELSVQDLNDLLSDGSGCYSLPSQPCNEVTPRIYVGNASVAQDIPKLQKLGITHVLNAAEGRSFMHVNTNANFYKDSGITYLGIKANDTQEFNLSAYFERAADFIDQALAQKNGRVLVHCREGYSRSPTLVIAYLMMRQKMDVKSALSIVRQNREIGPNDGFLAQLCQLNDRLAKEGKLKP
FadD28 FP inh: M. tuberculosis FadD28 bisubstrate binding inhibition | FadD28 bisubstrate probe binding, fluorescence polarization | inhibition, % at 12.5 µM | 0.22% of 360,000 active | AID 588549; in the data active means inhibition above about 8.5%, passing the limit was not always enough; inconclusive means no clear call, values can overlap the other calls
CCHF vOTU inh: CCHFV vOTU protease inhibition. AID 651958. inhibition, % at 11.5 µM. Pep-AMC fluorescence. 0.55% of 370,000 active; further: 0% = vehicle wells with enzyme and 100% = no enzyme wells
Starred values were filed as active, the others as inactive; ? = inconclusive; . = not tested or not shown. Unless noted, no stated cut-off is given here; in the data, active means inhibition above about 30%; inactive means the rest. An unsorted share of the library; about 4.9% have a hit in one of these screens.

The line under a structure holds: DUSP3 inh, BoNT-F LC inh, FBA Mtb inh, MazEF act, FadD28 FP inh, UGM FP inh, CCHF vOTU inh, GDH-TPI inh, Rv3671c inh, Mtb BioA inh
1. CCCCc1nnc(NC(=O)C(=O)OCC)s1
    12, 0, -1, -1, 1.4, 0.4, 7, 7, 0, -0.8
2. COC(=O)C1=C(c2ccccc2)C[C@@H]2CC[C@H]1N2C(=O)N1CCCC1
    ., -2, 1, 3, -3.5, -0.4, -9, 0, -7, -1.2
3. CC1CCCCN1CCCn1c(=S)[nH]c2ccccc2c1=O (stereo not drawn)
    -5, ?, -5, 10, -4.1, -2.1, 3, -6, 0, 0.3
4. Cc1cc(C)c2nncn2n1
    21, -2, 4, -1, -2.4, -0.2, -6, 10, -1, -1.2
5. Cc1ccc(C)c(-n2nnnc2SCC(=O)NCC2CCCO2)c1 (stereo not drawn)
    ., -1, 4, 7, -0.1, 1.7, -7, 1, -5, 1.5
6. Cc1ccc(C(=O)Nn2cnc3ccccc3c2=O)cc1C
    24, 10, -1, -1, ., 0.7, -9, -3, 0, -1.0
7. COc1ccc(N2CC(C(=O)Nc3ccc(S(=O)(=O)N4CCCCC4)cc3)CC2=O)cc1 (stereo not drawn)
    1, -6, 1, 0, -0.1, 2.1, 6, 4, -2, 0.7
8. O=C(NC(=S)NCC1CCCO1)c1ccc(Cl)cc1 (stereo not drawn)
    -8, 0, 0, 1, -3.3, -1.7, -1, 1, -6, .
9. CN(C)S(=O)(=O)Oc1cccc(C(=O)Nc2ccc([N+](=O)[O-])cc2)c1
    -10, -4, -2, 6, -3.9, -0.6, 3, 8, -27, 1.4
10. COc1ccc(NC(=O)C2CC(=O)N(Cc3ccco3)C2)cc1Cl (stereo not drawn)
    ., -4, -1, -4, -3.0, 0.4, 8, 4, 6, 5.4
11. COC(=O)CN(c1cccc(OC)c1)S(C)(=O)=O
    8, 3, -1, -5, -3.5, -1.5, 0, -12, 3, -0.2
12. COc1nn(-c2ccccc2)c(=O)c(Cl)c1Cl
    -7, 11, -1, -7, -0.6, -3.7, 6, 15, 1, -0.4
13. COc1ccc(-n2c(=O)c3c4c(sc3n3c(=S)[nH]nc23)COC(C(C)C)C4)cc1 (stereo not drawn)
    40, -3, 1, -10, 1.0, 1.2, 6, -7, 6, -3.0
14. O=C1CCc2cc(NS(=O)(=O)c3ccccc3)cc3c2N1CCC3
    ., -1, 5, -2, -2.0, 1.5, -3, 0, -9, .
15. O=C(CCc1nnc(-c2ccc3c(c2)OCO3)o1)N1CCC(c2ccc(F)cc2)C1 (stereo not drawn)
    -1, 2, 7, 0, -0.1, -0.8, 8, 2, -3, .
16. O=C(COC(=O)c1ccccc1NC(=O)c1ccco1)NC1CCS(=O)(=O)C1 (stereo not drawn)
    3, -1, 1, 7, -1.3, -0.1, -15, -1, -1, .
17. Cc1noc(NS(=O)(=O)c2ccc(NC(=O)c3ccc(OC(C)C)cc3)cc2)c1C
    16, -7, -3, 1, 2.4, 0.6, 7, -2, 0, .
18. O=C(CCCCCn1c(SCC(=O)c2ccccc2)nc2ccccc2c1=O)NCc1ccco1
    29, -1, -4, -9, -2.6, -2.9, 8, 25, -17, -2.7
19. O=C(c1ccccc1)c1ccccn1
    12, -2, 3, 4, -0.8, -1.9, -9, 3, 5, .
20. COc1ccccc1OCCCCn1c(C(C)O)nc2ccccc21 (stereo not drawn)
    13, -8, 1, 1, 0.3, 2.3, 6, 0, 2, -0.9
21. CN1C(=O)/C(=C/c2ccccc2F)Sc2ccc(C(=O)N3CCCC3)cc21
    6, 0, 0, -3, -2.3, -2.7, 16, 8, 4, 1.6
22. O=C(CCNC(=O)c1ccccc1Cl)Nc1nccs1
    2, -6, 1, 2, -1.8, -2.5, ., 0, 10, -0.3
23. CC1CC(C)CN(C(=O)c2ccc(CSc3nc4ccncc4[nH]3)cc2)C1 (stereo not drawn)
    -7, -5, -3, 4, -5.5, 1.0, 13, 1, -5, 3.1
24. Cc1cc(C)c(C(=O)COC(=O)C2CCN(c3ccc(C(F)(F)F)cn3)CC2)c(C)c1
    ., 6, 0, -1, -1.8, -2.6, 21, 1, -6, 0.5
25. O=C(NCC(=O)N1CCN(Cc2ccc3c(c2)OCO3)CC1)c1ccccc1F
    ., -5, -1, 12, -4.3, 0.6, -25, -8, -1, -0.8
26. COc1cc(CN2CCN(C(=O)c3ccc(-c4ccccc4)cc3)CC2)cc(OC)c1OC
    22, -3, 0, -4, -3.1, -0.2, -12, 10, 8, 1.6
27. COc1ccc(C(NC(=O)C2CCN(CCOc3ccccc3)CC2)c2ccccn2)cc1 (stereo not drawn)
    ., -3, -2, ., -2.1, ., -9, 3, ., -0.7
28. CC(NC(=O)NC(=O)c1ccc(Cl)cc1)c1ccccc1 (stereo not drawn)
    0, 11, 1, 0, -1.9, -2.8, -3, 0, 0, 3.3
29. O=C(NC1=NCCS1)C1COc2ccccc2O1 (stereo not drawn)
    21, -6, 4, 1, -3.9, -0.8, 6, -2, -1, -0.5
30. NC(=O)c1ccc(-n2nnnc2Oc2ccccc2C(=O)N2CCOCC2)cc1
    10, 5, 0, 10, -0.3, -3.2, 3, 6, -1, 2.4

Some of the entries so far, with one line to a screen:
19	O=C(c1ccccc1)c1ccccn1
20	COc1ccccc1OCCCCn1c(C(C)O)nc2ccccc21 (stereo not drawn)
21	CN1C(=O)/C(=C/c2ccccc2F)Sc2ccc(C(=O)N3CCCC3)cc21
22	O=C(CCNC(=O)c1ccccc1Cl)Nc1nccs1
23	CC1CC(C)CN(C(=O)c2ccc(CSc3nc4ccncc4[nH]3)cc2)C1 (stereo not drawn)
24	Cc1cc(C)c(C(=O)COC(=O)C2CCN(c3ccc(C(F)(F)F)cn3)CC2)c(C)c1
25	O=C(NCC(=O)N1CCN(Cc2ccc3c(c2)OCO3)CC1)c1ccccc1F
26	COc1cc(CN2CCN(C(=O)c3ccc(-c4ccccc4)cc3)CC2)cc(OC)c1OC

compound no. | 19 | 20 | 21 | 22 | 23 | 24 | 25 | 26
DUSP3 inh | 12 | 13 | 6 | 2 | -7 | . | . | 22
BoNT-F LC inh | -2 | -8 | 0 | -6 | -5 | 6 | -5 | -3
FBA Mtb inh | 3 | 1 | 0 | 1 | -3 | 0 | -1 | 0
MazEF act | 4 | 1 | -3 | 2 | 4 | -1 | 12 | -4
FadD28 FP inh | -0.8 | 0.3 | -2.3 | -1.8 | -5.5 | -1.8 | -4.3 | -3.1
UGM FP inh | -1.9 | 2.3 | -2.7 | -2.5 | 1.0 | -2.6 | 0.6 | -0.2
CCHF vOTU inh | -9 | 6 | 16 | . | 13 | 21 | -25 | -12
GDH-TPI inh | 3 | 0 | 8 | 0 | 1 | 1 | -8 | 10
Rv3671c inh | 5 | 2 | 4 | 10 | -5 | -6 | -1 | 8
Mtb BioA inh | . | -0.9 | 1.6 | -0.3 | 3.1 | 0.5 | -0.8 | 1.6

Further results follow.
The line under a structure holds: DUSP3 inh, BoNT-F LC inh, FBA Mtb inh, MazEF act, FadD28 FP inh, UGM FP inh, CCHF vOTU inh, GDH-TPI inh, Rv3671c inh, Mtb BioA inh
31. CCNC(=O)CN(Cc1ccccc1)S(=O)(=O)c1ccccc1
    27, -17, 2, 5, -0.4, -1.1, 9, 0, -5, 0.7
32. Cc1ccc(CSc2nnc(-c3ccccn3)n2C)cc1
    15, -9, 1, -4, -3.9, -2.9, -5, -3, 0, 1.5
33. COc1ccc(CCNCC(=O)Nc2ccc(C)c(Br)c2)cc1OC
    44, -36, 5, -11, -1.0, 0.7, 4, 6, 2, 3.0
34. NC(=O)C1Cc2ccccc2CN1C(=O)c1cc(C2CC2)nn1-c1ccccc1 (stereo not drawn)
    ., -4, 0, 0, -4.2, 0.2, 5, 9, 5, -0.4
35. CCn1c(CNC(=O)Cc2ccc(OC)cc2)nnc1SCC(=O)Nc1ccc(C(=O)O)cc1
    9, -3, 1, 31, -3.2, -1.1, -8, 9, -6, .
36. CCOc1ccc(S(=O)(=O)N2CCCC(C(=O)NC3CC3)C2)cc1Cl (stereo not drawn)
    ., -6, 1, 0, -2.5, 0.9, -6, 7, 6, -2.4
37. CN(CC(=O)Nc1ccc(Cl)c(C(F)(F)F)c1)C(=O)c1cc(=O)c2ccccc2o1
    ., 1, -1, 9, -0.8, -0.6, -2, 0, -11, -0.2
38. CCN(CC)CCCNC(=O)c1nn2c(C(F)(F)F)cc(-c3ccccc3)nc2c1Cl
    60*, -5, 1, 12, -1.1, 4.2, 7, -2, ., -0.6
39. COc1ccc(CCNC(=O)COC(=O)Cc2cc(OC)c(OC)c(OC)c2)cc1
    9, 0, 6, -10, -1.8, 5.2, 2, 0, 6, .
40. CCC(=O)/C=C1/Sc2ccc(OC)cc2N1CC
    15, 2, -1, 4, -3.0, 3.8, 4, 35*, -3, 0.9
41. CCOc1ccc(NC(=O)COC(=O)Cc2ccc(S(=O)(=O)N3CCOCC3)s2)cc1
    -1, -6, 3, -5, -1.7, -2.2, -10, 16, 5, -0.7
42. CC(C)(C)c1ccc(OCCC(=O)OCC(=O)NC2CCCCC2)cc1
    ., -2, -1, 3, -1.7, 0.2, 28, -3, 2, .
43. COc1ccc(Nc2ccc(N3C(=O)CCCC3=O)cc2[N+](=O)[O-])cc1OC
    4, -25, -9, 4, -0.8, 1.3, 6, 0, 4, 1.3
44. O=C1CCC(=O)N1N1C(=O)C2C3c4ccccc4C(c4ccccc43)C2C1=O (stereo not drawn)
    8, -1, 1, 7, -0.3, -2.6, 1, -2, -15, .
45. NC(N)=NC1=NC(=O)C(Cc2ccccc2Cl)S1 (stereo not drawn)
    23, -4, 1, 2, -0.8, -0.4, 1, 6, -6, .
46. O=C1/C(=C/c2cccc([N+](=O)[O-])c2)N2CCC1CC2
    12, 3, 2, -14, -0.8, 1.5, -1, -1, -5, .
47. COc1cccc(C2C(C(=O)c3sc(C)nc3C)=C(O)C(=O)N2CCN2CCOCC2)c1OC (stereo not drawn)
    2, 3, -1, 17, 0.2, 0.6, 4, 14, 3, -0.3
48. COC(=O)c1cc(OCC(=O)NC2CCCc3ccccc32)cc(C(=O)OC)c1 (stereo not drawn)
    -7, -10, -1, -4, -3.3, -0.1, 4, -2, 7, -3.4
49. COc1ccc(NC(=O)CSc2nnc(NC(=O)c3ccccc3C(=O)O)s2)cc1
    -3, -6, 3, 5, 0.5, 0.5, 0, 0, 6, -1.4
50. CC(=O)NCCC(=O)Nc1nc(-c2ccc3c(c2)OCCO3)cs1
    32, 2, -1, 5, -1.7, -0.1, 21, 5, -5, -0.6
51. O=c1oc2ccccc2c(O)c1C=NCc1ccccn1
    16, -1, 0, 11, 0.1, -2.7, 27, 1, -13, 0.0
52. O=C(CN1C(=O)c2cccnc2Oc2ccc(Cl)cc21)N1CCOCC1
    -31, 3, -1, 2, -4.1, -0.5, -9, -4, 10, .
53. O=C(OCc1ccccc1)c1ccc(Br)o1
    -5, 2, 4, 1, -0.9, 3.6, -2, 3, 3, -3.6
54. O=C(Oc1ccccc1/C=C\C(=O)c1cc2ccccc2o1)c1ccccc1
    8, -3, 0, -3, -0.7, 1.8, 3, 7, -37, .
